L3MBTL1 inh = inhibitors of human L3MBTL1 | hit rate 0.66% among 230,000 | AID 485360 | AlphaScreen L3MBTL1–H3K9me1 peptide binding | Q9Y468 | Potency, µM (top dose mostly 57.1 µM), for the others: top-dose activity, negative = inhibition, hits mostly inhibitors; also: nearly all actives have a fitted effect of over 60% in size
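Displacement of a biotinylated histone H3(1-15) peptide monomethylated at Lys9 (75 nM) from L3MBTL1 (50 nM) was measured by AlphaScreen after a 30 min room-temperature compound incubation; cefsulodin titration served as intraplate control.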
RECQ1 helicase = RECQ1 (human) helicase inhibition; RECQ1 DNA unwinding, red fluorescence kinetic read; Potency, µM (top dose mostly 57.3 µM), without a hit: at the highest dose activity, negative = inhibition, hits mostly inhibitors; P46063; hit rate 0.54% among 240,000; AID 2549;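 also: plate controls were vehicle for no effect and no enzyme for full effect; nearly all actives have a fitted effect of over 30% in size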
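RECQ1T1 50 nM; forked duplex (20 bp + 30-nt ss tails) 200 nM, ATP 2 mM final; pH 8.0, 2 mM MgCl2, 2.5 ug/ml poly(dI-dC); 15 min compound preincubation; discontinuous kinetic read over 2 h at RT.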
Tau fibril ThT = blocks human tau fibril formation measured by thioflavin T; P10636; recombinant tau K18 P301L (four-repeat tau fragment), heparin-induced fibrillization, ThT fluorescence; Potency, µM (series often up to 57.4 µM), without a hit: top-dose activity, negative = inhibition, actives largely listed as inhibitors; hit rate 2.1% among 270,000; also: nearly all actives have a fitted effect of over 55% in size
Target sequence (P10636 561-689 P618L limits assumed): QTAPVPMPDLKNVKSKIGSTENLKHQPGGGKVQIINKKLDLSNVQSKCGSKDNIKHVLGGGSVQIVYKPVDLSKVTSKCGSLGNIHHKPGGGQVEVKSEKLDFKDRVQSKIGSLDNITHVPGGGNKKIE
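Recombinant human tau K18 fragment […] carrying P301L, 15 uM unlabeled plus 0.24 uM Alexa 594-labeled, was fibrillized with 20 uM heparin in 100 mM sodium acetate pH 7 for 6 hr at 37 C; 30 uM ThT fluorescence read after 1 hr.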
KDM4E inh = blocks human JMJD2E demethylase activity. AID 2147. JMJD2E catalytic domain, FDH-coupled NADH fluorescence (FDH is formaldehyde dehydrogenase). hit rate 1.6% among 230,000. B2RXH2. Potency, µM (titrated, usually from 57.1 µM), inactives show at the top dose activity change, negative = inhibition, hits mostly inhibitors; active = well fitted inhibition curve with a large enough effect, not every such curve was filed as active; inconclusive = small, poorly fitted or top-dose-only effect, or another doubt; inactive = no such curve, though single readings can be large or run the other way;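 also: 0% = wells with enzyme and -100% = buffer wells without enzyme; nearly all actives have a fitted effect of over 50% in size; many of its hits are not listed in these tables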
Target sequence (B2RXH2 1-337 limits assumed): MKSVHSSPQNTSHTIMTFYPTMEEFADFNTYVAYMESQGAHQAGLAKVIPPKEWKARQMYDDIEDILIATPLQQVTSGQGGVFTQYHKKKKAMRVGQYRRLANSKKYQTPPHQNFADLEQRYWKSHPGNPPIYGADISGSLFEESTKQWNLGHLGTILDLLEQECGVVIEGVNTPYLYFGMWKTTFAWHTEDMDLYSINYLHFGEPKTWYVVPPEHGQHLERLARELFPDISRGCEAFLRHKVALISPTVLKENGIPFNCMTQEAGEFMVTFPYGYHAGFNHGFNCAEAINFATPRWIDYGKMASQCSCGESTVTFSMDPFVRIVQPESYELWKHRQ
TR SRC2 fluor cs = alters Texas Red total fluorescence, flagging assay interference; Potency, µM (top dose mostly 106 µM), for inactives: top-dose fluorescence change, negative = quenching; TRb/SRC2 Texas Red total fluorescence interference; hit rate 0.29% among 280,000; active = well fitted curve in either direction with a large enough effect; inconclusive = small, poorly fitted or top-dose-only effect
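Human TRb ligand-binding domain at 0.6 uM with 20 nM Texas Red SRC2 peptide in Tris buffer containing 1 uM T3 and 5% DMSO, incubated with compound 5 h at ambient temperature. Total fluorescence (555/632 nm) calculated as parallel + 2 × perpendicular.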
TRb SRC2 PPI = inhibitors of human thyroid hormone receptor beta-SRC2 interaction | P10828 | TRbeta-SRC2 peptide binding, fluorescence polarization; receptor liganded with 1 µM T3 | Potency, µM (series often up to 106 µM), for inactives: top-dose activity change, negative = inhibition, hits mostly inhibitors | hit rate 0.065% among 280,000;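 also: plate controls were bound peptide for no effect and peptide without receptor for full effect; nearly all actives have a fitted effect of over 50% in size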
Target sequence (P10828 whole entry, looked up): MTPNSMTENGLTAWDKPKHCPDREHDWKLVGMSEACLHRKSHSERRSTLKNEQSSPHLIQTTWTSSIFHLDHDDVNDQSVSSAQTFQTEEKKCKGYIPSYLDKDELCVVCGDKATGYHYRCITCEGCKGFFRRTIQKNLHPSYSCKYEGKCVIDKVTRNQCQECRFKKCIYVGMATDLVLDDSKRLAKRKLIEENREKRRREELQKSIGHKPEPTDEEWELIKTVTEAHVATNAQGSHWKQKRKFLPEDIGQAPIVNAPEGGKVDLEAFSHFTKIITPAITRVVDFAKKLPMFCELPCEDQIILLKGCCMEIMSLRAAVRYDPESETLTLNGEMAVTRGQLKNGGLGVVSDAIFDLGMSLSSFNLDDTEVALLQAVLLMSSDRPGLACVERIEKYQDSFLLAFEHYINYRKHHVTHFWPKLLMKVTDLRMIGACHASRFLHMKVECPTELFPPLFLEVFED
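Read-out is fluorescence polarization (555 nm excitation, 632 nm emission) of a Texas Red SRC2 coactivator peptide; loss of signal reflects blocked binding to human TRb ligand-binding domain in the presence of 1 uM T3.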
Tau FP inhib = inhibitors of human tau fibril formation; K18 P301L tau heparin fibrillization, Alexa594 FP, 6 h; Potency, µM (titrated, usually from 57.7 µM), for the others: top-dose activity, negative = inhibition, actives largely listed as inhibitors; AID 1468; hit rate 0.39% among 280,000; also: nearly all actives have a fitted effect of over 55% in size
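Human tau K18 […] P301L fragment, 15 uM unlabeled plus 0.24 uM Alexa 594-labeled tau (final), with compound and 20 uM heparin in 100 mM sodium acetate pH 7; 6 hr at 37 C, then Alexa 594 FP read.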
GoLoco inh red = inhibitors of human Gai1-RGS12 GoLoco interaction (red fluorophore) | Potency, µM (series often up to 61.6 µM), without a hit: at the top dose activity, negative = inhibition, usual class: inhibitors | AID 880 | Gai1:RGS12 GoLoco peptide FP, rhodamine, 10 min | hit rate 0.44% among 230,000 | P63096; active = well fitted inhibition curve with a large enough effect, not every such curve was filed as active; inactive = no such curve, though single readings can be large or run the other way; also: nearly all actives have a fitted effect of over 30% in size; many of its hits are not listed in these tables
Active calls of the source: *; i = inactive; ? = inconclusive; nt = not tested or not shown; & = joins results of further samples; [ ] = remark or other dose. Unless noted, calls follow the shape of the dose curve; as a rule, active = well fitted curve in the direction sought with a large enough effect; inconclusive = small, poorly fitted or top-dose-only effect, or another doubt; inactive = no such curve, though single readings can be large; an effect the other way counts as inactive or inconclusive. Unless noted, % is scaled to controls: 0 for no effect and ±100 for the full control effect; potency is read from the fitted curve at half-maximal effect.

canonical_smiles	L3MBTL1 inh	RECQ1 helicase	Tau fibril ThT	KDM4E inh	TR SRC2 fluor cs	TRb SRC2 PPI	Tau FP inhib	GoLoco inh red
COc1ccc(NC(=O)c2oc3ccccc3c2NC(=O)c2cc3ccccc3o2)c(OC)c1	nt	nt	6%	nt	-3%	-4%	-9%	nt
CC(NC(=O)c1ccco1)C1CCCO1 (centres undefined)	nt	i	-11%	5%	0%	-12%	0%	7%
Cc1ccc2c(=O)cc(C(=O)N(Cc3ccc(C(C)(C)C)cc3)C3CCS(=O)(=O)C3)oc2c1 (centres undefined)	nt	nt	-9%	nt	5%	4%	8%	nt
Cc1c(C(c2ccc(O)cc2)c2c(C)n(C)n(-c3ccccc3)c2=O)c(=O)n(-c2ccccc2)n1C	nt	-3%	0%	6%	-1%	-1%	13%	3%
O=C(C1=C[C@H](c2coc3ccccc3c2=O)C[C@H](OCc2ccc(CO)cc2)O1)N1CCN(Cc2ccccc2)CC1	3%	-5%	-18%	7%	-1%	-9%	2%	5%
Cc1ccccc1NC(=O)Cn1cnc2c(oc3nc4c(cc32)COC(C)(C)C4)c1=O	0%	3%	4%	-21%	1%[53 µM]	-6%[53 µM]	6%	8%
O=C(COc1ccc(Cl)cc1)NNC(=O)c1cccnc1	-1%	5%	2%	-7%	-3%	3%	0%	-3%
COc1cc(/C=N/NC(=O)Cc2c[nH]c3ccccc23)cc(OC)c1OC	nt	-10%	-15%	-30%	0%	3%	9%	6%
CC(C)OCCCNC(=O)Cc1ccc(NC(=O)N2CCCCc3ccccc32)cc1	nt	nt	-3%	nt	-2%	4%	4%	nt
O=C(CSc1ccccc1C(=O)O)Nc1cccc(C(=O)O)c1	3%	-3%	-7%	8%	-2%	-8%	3%	-2%
O=S(=O)(c1ccc(F)cc1)N1CCN(c2ncccn2)CC1	nt	-1%	nt	-7%	0%	4%	-6%	-3%
CC(C)c1nc2sc3c(=O)n(N)cnc3c2c2c1COC(C)(C)C2	-2%	6%	5%	8%	-2%	-10%	7%	1%
Cc1cccc(-c2nnc(SCCOc3ccc4c(C)cc(=O)oc4c3)o2)c1	nt	-11%	?	?	-2%	1%	8%	3%
Cc1nc(SCC(=O)NC(=O)NCc2ccco2)nc(C)c1C	-17%	?	-11%	0%	-1%	6%	-2%	6%
CC(C)N(C(=O)CSc1nnc(Cc2ccc3c(c2)OCO3)n1C)C(C)C	nt	-19%	-3%	2%	0%	4%	-9%	-21%
Cc1ccc(C(=O)Oc2ccc([N+](=O)[O-])cc2)cc1S(=O)(=O)N1CCCCCC1	-7%	-1%	?	-2%	-14%	-4%	3%	6%
CCCCOc1ccc(C(=O)N/C(=C/C=C/c2ccccc2)C(=O)NCCO)cc1	-11%	-15%	-14%	-5%	-3%	-7%	0%	5%
O=C(Nc1ccc(OCc2ccccc2)cc1)c1cccnc1	nt	i	-9%	-4%	2%	-5%	2%	-4%
c1ccc(-c2cc(N3CCCCC3)nc(-c3ccccc3)n2)cc1	21%[11.4 µM]	-1%	0%	1%	-1%	1%	-7%	1%
CCOc1cc(/C=C(\C#N)C(=O)Nc2ccc(OC)cc2)ccc1OCc1cc(=O)n2nc(CC)sc2n1	nt	nt	?	nt	1%	1%	0%	nt

An excerpt of these results, with values under each structure.
Below each compound – L3MBTL1 inh	RECQ1 helicase	Tau fibril ThT	KDM4E inh	TR SRC2 fluor cs	TRb SRC2 PPI	Tau FP inhib	GoLoco inh red
Cc1nc(SCC(=O)NC(=O)NCc2ccco2)nc(C)c1C
 : -17%	?	-11%	0%	-1%	6%	-2%	6%
O=S(=O)(c1ccc(F)cc1)N1CCN(c2ncccn2)CC1
 : nt	-1%	nt	-7%	0%	4%	-6%	-3%
CC(C)N(C(=O)CSc1nnc(Cc2ccc3c(c2)OCO3)n1C)C(C)C
 : nt	-19%	-3%	2%	0%	4%	-9%	-21%
c1ccc(-c2cc(N3CCCCC3)nc(-c3ccccc3)n2)cc1
 : 21%[11.4 µM]	-1%	0%	1%	-1%	1%	-7%	1%

Continued.
SMILES | L3MBTL1 inh | RECQ1 helicase | Tau fibril ThT | KDM4E inh | TR SRC2 fluor cs | TRb SRC2 PPI | Tau FP inhib | GoLoco inh red
O=C(c1cc2nc(-c3ccc(F)cc3)cc(C(F)(F)F)n2n1)N1CCCCC1c1cccnc1 (centres undefined) | -1% | i | ? | ? | -3% | -2% | -3% | -2%
Cc1ccc(NC(=O)CN2CCN(c3ccccn3)CC2)cc1S(=O)(=O)N(C)C | -3% | i | -3% | -11% | 0% | -3% | 3% | 5%
O=C(Nc1ccccn1)[C@@H]1CCC(=O)N1C(=O)OCc1ccccc1 | 2% | i | -2% | -1% | 0% | 4% | 1% | 0%
CN1CCc2c(OCC(=O)N3CCCc4ccccc43)cccc2C1=O | 1% | -5% | -2% | 3% | 0% | -6% | 9% | 2%
CCOc1cc(N2CCOCC2)c(OCC)cc1NC(=O)COc1ccccc1[N+](=O)[O-] | 18% | -17% | 0% | 5% | -1% | -5% | ? | 7%
Cc1cc2n(n1)SC(Nc1ccc(F)c(Cl)c1)N2 (centres undefined) | -13% | 2% | -3% | -12% | -4% | 5% | 4% | 6%
CS(=O)(=O)Nc1ccccc1C(=O)Nc1ccc2c(c1)OCCO2 | nt | i | 0% | -3% | 0% | -8% | 8% | -2%
CCOC(=O)N1CCN(c2c(NCc3cccs3)c(=O)c2=O)CC1 | nt | -8% | -11% | -3% | -4% | -6% | 5% | 8%
CC(C)(C)CC(=O)NCC(c1ccc2c(c1)OCO2)N1CCOCC1 (centres undefined) | nt | nt | -5% | nt | 3% | 6% | 0% | nt
O=C(CCc1ccccc1)N1CCN(c2ccc([N+](=O)[O-])cc2)CC1 | ? | i | ? | -28% | -2% | 2% | -1% | 12%

Taken from above.
In GoLoco inh red, O=C(Nc1ccccn1)[C@@H]1CCC(=O)N1C(=O)OCc1ccccc1 reads 0%
In Tau FP inhib, CS(=O)(=O)Nc1ccccc1C(=O)Nc1ccc2c(c1)OCCO2 reads 8%
In TRb SRC2 PPI, O=C(CCc1ccccc1)N1CCN(c2ccc([N+](=O)[O-])cc2)CC1 reads 2%
In TR SRC2 fluor cs, O=C(c1cc2nc(-c3ccc(F)cc3)cc(C(F)(F)F)n2n1)N1CCCCC1c1cccnc1 (centres undefined) reads -3%

The list continues.
SMILES | L3MBTL1 inh | RECQ1 helicase | Tau fibril ThT | KDM4E inh | TR SRC2 fluor cs | TRb SRC2 PPI | Tau FP inhib | GoLoco inh red
O=C(NCc1nnc(SCC(=O)N2CCCc3ccccc32)o1)c1ccccc1F | nt | i | -15% | 1% | -1% | 0% | -8% | 9%
COc1ccccc1NS(=O)(=O)c1cccc(-n2c(O)c(C=Nc3ccccc3C(=O)O)c3ccccc3c2=O)c1 | -20% | -8% | 16µM* | -13% | -9% | 4% | -17% | -1%
CN(C)c1ccc(C(CNS(=O)(=O)c2ccc(F)cc2)c2c[nH]c3ccccc23)cc1 (centres undefined) | ? | i | -11% | -6% | -3% | -6% | 12% | 8%
O=C(CSc1cn(CCNC(=O)c2cccc(C(F)(F)F)c2)c2ccccc12)Nc1ccc2c(c1)OCCO2 | nt | nt | -11% | nt | 4% | 9% | ? | nt
Cn1nc(C(F)(F)F)c(-c2ccc(F)cc2)c1NC(=O)c1ccco1 | nt | 9% | nt | 4% | 0% | 1% | -7% | 1%
COc1cc(NS(=O)(=O)c2ccc(OC)c(OC)c2)cc(OC)c1 | 5% | i | 4% | -4% | -2% | -4% | -8% | -2%
[O-][n+]1onc2c1CCc1[nH]c(-c3ccccc3)nc1-2 | -2% | 18% | ? | 0% | -3% | -3% | 9% | 4%
CN(C)CCNC(=O)c1ccc(COCC(F)(F)F)cc1 | 7% | -4% | 4% | 3% | -1% | 0% | 3% | 7%
COc1ccc(-c2cc(C(=O)O)no2)cc1 | -9% | ? | ? | -14% | 1%&0% | 4%&0% | -15%&-4% | 8%&78%
CCOC(=O)C(Cc1ccc(NC(=O)/C(=C/c2ccccc2)NC(=O)c2ccccc2)cc1)N1C(=O)c2ccccc2C1=O (centres undefined) | 3% | 9% | 6% | -1% | -6% | 4% | ? | 13%
CCCNC(=O)CN(C)C(=O)c1n[nH]c2ccccc12 | 1% | -5% | 7% | -1% | -1% | -11% | 3% | 7%
O=C(Nc1ccc(Cc2ccc(NC(=O)N3CCOCC3)cc2)cc1)N1CCOCC1 | 2% | -3% | -1% | -9% | -6% | 0% | -7% | 1%
CCOC(=O)Cn1c(=NC(=O)C2CC2)sc2c(C)cc(C)cc21 | nt | 1% | nt | -2% | 0% | -14% | -9% | -10%
Cc1cccc(C)c1-n1c(C)cc(/C=N\Nc2ccc([N+](=O)[O-])cn2)c1C | nt | i | 5µM* | 2% | 0% | -27% | ? | 56%[activator]
COCC(=O)Nc1cc(OC)ccc1OC | nt | -3% | -3% | -1% | -2% | -16% | 6% | 6%
COC(=O)c1cc(NC(=O)Cn2c(=O)cnc3ccccc32)cc(C(=O)OC)c1 | 8% | -3% | -3% | -2% | 2% | -2% | 1% | 10%
COc1ccccc1CC(=O)Nc1ccc(F)cc1F | nt | -2% | -7% | 0% | 2% | -6% | 4% | -2%
O=C(c1cccnc1)N1CCN(c2ccc(Cl)cc2)CC1 | -14% | -21% | -11% | 0% | -3% | -13% | 5% | 7%

Source: PubChem BioAssay

These rows are one share of the data (hit frequency here may not be typical).
